KB-V1 MDR tox: KB-V1 MDR subline cytotoxicity; KB-V1 MDR cells viability, CellTiter-Glo, 72 h; Potency, µM (top dose mostly 46.1 µM), without a hit: at the top dose activity change, negative = cytotoxicity, hits mostly cytotoxic; 400,000 compounds, 3.4% hits; AID 1347076; also: potency is read from the fitted curve at half-maximal effect; % is scaled to controls: 0 for no effect and ±100 for the full control effect; nearly all actives have a fitted effect of over 60% in size
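KB-V1, DMEM (no phenol red) + 10% FBS; cpd pin-transferred, titration series; 72 h, 37 degrees C; CellTiter-Glo, luminescence. Data normalized, curve-fit.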
IL-1B inflam inh: inhibitors of inflammasome signaling (IL-1 beta secretion); THP-1 LPS/ATP IL-1B secretion, AlphaLISA, 16 h; active compounds read low; activity change, % at 57.5 µM; 360,000 compounds, 4.7% hits; AID 743279; in the data active = activity change below about -50%; inconclusive = mostly about -30% to -49%; also: % is scaled to controls: 0 for no effect and ±100 for the full control effect
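Secreted IL-1B measured by AlphaLISA bead assay after 16 h compound exposure of THP-1 cells; compounds (final up to 57.5 uM) added 1 h before LPS (250 ng/mL) and ATP (1.25 mM) stimulation; lower signal means less secretion.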
MCF10A rereplic: induces DNA re-replication in MCF 10a normal breast cells | 350,000 compounds, 2.9% hits | Potency, µM (highest dose often 46.1 µM), without a hit: at the top dose activity, positive = re-replication, usual class: activators | MCF 10A DNA re-replication, Hoechst nuclear intensity, 48 h | AID 624296; also: potency is read from the fitted curve at half-maximal effect; % of control where 0% means no effect; nearly all actives have a fitted effect of over 50% in size
HT1080 IDH1KD tx: kills HT-1080 cells with IDH1 knockdown; HT-1080 IDH1 knockdown viability, ATP luminescence, 48 h; Potency, µM (doses to about 46.1 µM), inactives show at the top dose activity, negative = toxicity, hits mostly cytotoxic; 360,000 compounds, 2% hits; AID 686971;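 also: potency is read from the fitted curve at half-maximal effect; 0% = DMSO wells and -100% = cell-free medium wells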
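Using the IDH1-knockdown HT-1080 line run in the same batch and compound series as the NT line, viability after 48 h at 37 °C was determined by CellTiter-Glo luminescence and expressed as % activity.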
S2 tox: cell viability loss in ATXN counter-screen; S2 cells (HEK-293 line with an ATXN2-luciferase reporter) viability, CellTiter-Fluor protease fluorescence, 24 h; Potency, µM (titrated, usually from 56.7 µM), actives largely listed as cytotoxic; 400,000 compounds, 0.49% hits; also: potency is read from the fitted curve at half-maximal effect; nearly all actives have a fitted effect of over 40% in size
HT1080-NT tox: kills 2HG-producing HT-1080-NT fibrosarcoma cells; HT-1080-NT fibrosarcoma viability, CellTiter-Glo ATP luminescence, 48 h; Potency, µM (highest dose often 46.1 µM), without a hit: at the top dose activity, negative = less viability, hits mostly cytotoxic; 360,000 compounds, 1.6% hits;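 also: NT is the 2HG producing partner of a matched IDH1 knockdown line; potency is read from the fitted curve at half-maximal effect; 0% = DMSO-treated cells and -100% = media-only wells without cells; nearly all actives have a fitted effect of over 55% in size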
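Read-out is CellTiter-Glo luminescence after 10 minutes at room temperature, following 48 hours' compound treatment of HT-1080-NT cells (750 cells/well, RPMI, 5% FBS, 37 degrees C).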
ATXN2 expr inh: ATXN2 expression inhibition; HEK-293 ATXN2-luciferase reporter, luminescence, 24 h; Potency, µM (titrated, usually from 57 µM), inactives show at the top dose activity change, negative = inhibition, hits mostly inhibitors; 360,000 compounds, 0.72% hits; AID 1745845; also: potency is read from the fitted curve at half-maximal effect; % is scaled to controls: 0 for no effect and ±100 for the full control effect; nearly all actives have a fitted effect of over 55% in size
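qHTS (up to 57 uM final) was run with 24 h compound exposure of reporter cells at 37 °C. Each well was multiplexed: SteadyGlo luminescence measured ATXN2-luciferase expression after a fluorogenic Gly-Phe-AFC viability readout (25 uM final).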
SW480 rereplic: DNA re-replication induction in SW480 cells. SW480 DNA re-replication, Hoechst DNA content imaging, 48 h. Potency, µM (top dose mostly 46.1 µM), without a hit: at the highest dose re-replication activation, most hits filed as activators. 340,000 compounds, 1.8% hits; also: potency is read from the fitted curve at half-maximal effect; % of control where 0% means no effect; nearly all actives have a fitted effect of over 55% in size
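SW480 cells exposed to compounds for 48 hr at 37 C, 5% CO2, then Hoechst-stained 40 min. Nuclear DNA content imaged by fluorescence scanning (405 nm excitation, 500-530 nm emission); re-replication scored as increased high-intensity nuclei.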
KB-3-1 cytotox: KB-3-1 parental cell cytotoxicity; KB-3-1 viability, CellTiter-Glo ATP luminescence, 72 h; Potency, µM (top dose mostly 46.1 µM), without a hit: at the highest dose activity change, negative = cytotoxic, actives largely listed as cytotoxic; 400,000 compounds, 1.4% hits; also: potency is read from the fitted curve at half-maximal effect; % is scaled to controls: 0 for no effect and ±100 for the full control effect; nearly all actives have a fitted effect of over 60% in size
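KB-3-1 parental drug-naive adenocarcinoma cells in DMEM/10% FBS, incubated 72 h at 37 C with pin-transferred compounds across a concentration series. Viability by CellTiter-Glo luminescence; concentration-response curves fitted after normalization.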
Numbers without * were called inactive; i = inactive; ? = inconclusive; . = no result given; & = joins results of further samples; ! = repeats disagree; [ ] = dose if it differs, or a comment. Unless noted, calls follow the shape of the dose curve; as a rule, active = well fitted curve in the direction sought with a large enough effect; inconclusive = small, poorly fitted or top-dose-only effect, or another doubt; inactive = no such curve, though single readings can be large; an effect the other way counts as inactive or inconclusive. Rows are unselected; overall some 11% were active at least once.

SMILES | KB-V1 MDR tox | IL-1B inflam inh | MCF10A rereplic | HT1080 IDH1KD tx | S2 tox | HT1080-NT tox | ATXN2 expr inh | SW480 rereplic | KB-3-1 cytotox
NC1=NC(=O)/C(=C/c2ccc(OCC(=O)O)cc2)S1 | 16% | 11 | -2% | -20% | i | -16% | 5% | -11% | -1%
CC(C)C[C@@H](CN)NC(=O)c1nc[nH]c1C(=O)N[C@@H](Cc1ccccc1)C(=O)CNC[C@H](C)NC(=O)c1nc[nH]c1C(=O)N[C@@H](CC(C)C)C(=O)O | 7% | 7 | 1% | 9% | i | 6% | 1% | -50%[inhibitor] | 13%
Cc1cc(NC(=O)CSCC(=O)Nc2nc3ccc(F)cc3s2)no1 | 5% | 0 | -8% | -6% | i | 0% | 19% | 7% | 26%
O=C(O)c1cc(NS(=O)(=O)c2ccc(N3CCCCC3)c([N+](=O)[O-])c2)cc(C(=O)O)c1 | -20% | -6 | 6% | 8% | i | -3% | -20% | -7% | -9%
CCC(C)Sc1ccc(-c2nc3ccc(Cl)cn3c2NCc2ccccc2)cc1 (configuration not stated) | 3% | -7 | 12µM* | -1% | i | 24% | 45%[activator] | 15% | 9%
CCn1nc(C)c(NC(=O)CC23CC4CC(CC(C4)C2)C3)c1C | ? | 47 | ? | -14% | i | -3% | -13% | 3% | -2%
Cc1ccc(/C=N/NC(=O)c2ccc3c(c2)OCCO3)s1 | ? | 16 | ? | 13µM* | ? | ? | -9% | 16µM* | 21µM*
NS(=O)(=O)c1ccc(CCNC(=O)C(=O)C2C(=O)Nc3ccccc32)cc1 (configuration not stated) | -7% | 21 | 2% | 7% | i | 11% | 16% | -13% | 0%
Cc1ccc(C(=O)N[C@H](C(=O)OCc2nnc(-c3ccccc3)o2)C(C)C)cc1 | -11% | 19 | -3% | -4% | i | -5% | 30% | ? | 0%
COc1ccc(CNC(=O)C2(c3cccs3)CCOCC2)cc1 | 14% | . | . | . | i | . | 12% | . | 8%
O=C(NCc1ccccn1)c1cc(-c2ccccc2)nc2ccccc12 | 1% | -2 | 4% | 20% | i | 10% | 2% | ? | 15%
COc1ccc(N/C=C/C(=O)c2ccc3c(c2)OCO3)cc1OC | ? | -7 | ? | 12% | i | 11% | 54%[activator] | -3% | 4%
COc1cc([N+](=O)[O-])ccc1NC(=O)CN(C)C | 15% | -11 | ? | 15% | i | 0% | -14% | 4% | -1%
CC1(C(=O)NS(=O)(=O)c2cccc(C#N)c2)CCN1C(=O)CC1CCCCC1 (configuration not stated) | 0% | 3 | . | 15% | i | 1% | 8% | . | 0%
CC1CCN(C(=O)C2CC(c3ccc(F)cc3)=NO2)CC1 (configuration not stated) | 8% | -24 | -18% | 5% | i | 19% | 43%[activator] | -3% | 10%
Cc1ccc2nsnc2c1S(=O)(=O)NCc1cccnc1 | 0% | -5 | 2% | 3% | i | 2% | -3% | 1% | 10%
COc1cccc(CN2CCN(C3CCN(c4ccccc4F)CC3)CC2CCO)c1 (configuration not stated) | 1% | -8 | 7% | -7% | i | -7% | -11% | 5% | -3%
Fc1ccccc1OCCCCSc1ncccn1 | 25% | -9 | -183%[0.0737 µM] | -6% | i | -1% | 18% | -2% | -1%
CCOC(=O)N1CCC(N(CCN(C)C)C(=S)Nc2ccc(Oc3ccccc3)cc2)CC1 | -5% | -89* | ? | 13% | ? | 2% | -21% | 8% | -2%
CCCCN(C(=O)Cn1nnc2ccccc21)C(C(=O)NCCOC)c1ccc(OC)cc1OC (configuration not stated) | 2% | 12 | -3% | 11% | i | 3% | -13% | 0% | 2%
CCC(=O)N1c2ccc(S(=O)(=O)N(CCO)Cc3ccccc3)cc2CC1C (configuration not stated) | 0% | 20 | -4% | -3% | i | -10% | -5% | -4% | 1%
COc1cccc(-c2nc(CS(=O)(=O)CC(=O)N3CCN(C4CCCCC4)CC3)c(C)o2)c1 | 0% | -17 | -5% | -8% | i | -5% | -20% | -3% | 0%
Cc1cccc(C)c1-n1nnnc1C1(C)CCC(=O)N1CC(F)(F)F (configuration not stated) | -7% | 25 | . | 1% | i | 3% | 9% | . | 4%
CCc1ccc(Nc2nnc(SCC(=O)Nc3ccc(C(=O)O)cc3)s2)cc1 | -1% | 19 | -4% | 0% | i | -1% | 19% | -6% | -24%
Cn1nnnc1SCC1=C(C(=O)O)N2C(=O)[C@@H](NC(=O)[C@H](O)c3ccccc3)[C@H]2SC1 | 11% | -11 | ? | 0% | i | 2% | -7% | 4% | -6%
Cc1noc(C)c1S(=O)(=O)N(C)C[C@H]1OCc2cnnn2CCCC(=O)N([C@H](C)CO)C[C@H]1C | -23% | 20 | . | 2% | i | ? | 11% | . | 4%
CN(CCc1ccccn1)C(=S)Nc1ccc(Cl)c(Cl)c1 | ? | ? | 1% | -12% | i | -22% | -30% | 1% | 4%
CCc1nc2c(OCC(N)=O)cccn2c1N(C)C(=O)c1cccs1 | 3% | 42 | . | 8% | ? | ? | 5% | . | 0%
COc1ccc(NC(=O)CN(C)C(=O)COc2ccccc2Cc2ccccc2)cc1 | -1% | -3 | -1% | -5% | i | 2%[9.24 µM] | -18% | -32%[inhibitor] | 0%
CN(CCN1CCc2ccccc2C1)Cc1nc(Cc2ccccc2F)no1 | ? | 26 | 11% | -7% | i | -13% | 17% | 0% | -11%
O=C(NC(=S)Nc1nc2c(ccc3ccccc32)s1)c1cccs1 | ? | 0 | 11% | 16% | i | 2% | 12% | -6% | -18%
Cc1ccc(NS(=O)(=O)c2cc(C(=O)N3CCOCC3)ccc2C)cc1 | ? | 6 | -1% | 0% | i | 0% | -2% | 0% | 1%
C[C@@H]1CC2=C(C(=O)OC(C)(C)O2)[C@H](c2ccc(Cl)cc2)O1 | -18% | 29 | . | 15% | i | 7% | 1% | . | 4%
COC(=O)c1cc(OC)c(OC)cc1-n1cnc2cc(OC)c(OC)cc2c1=O | -13% | 34 | ? | 4% | i | -2% | -4% | -4% | 9%
CCOc1cc(S(=O)(=O)Nc2ccc(Cl)cn2)ccc1F | 29% | -10 | ? | -3% | i | -5% | -4% | 0% | ?
CC(C)(C)n1nnnc1C(c1cc2ccccc2o1)N1CCCCC1 (configuration not stated) | ? | -24 | . | 3% | ? | 15% | 2% | . | -12%
Cc1nc2[nH]c(=S)n(C)c(=O)c2nc1C | -12% | 18 | 0% | 19% | i | 7% | -3% | 26µM* | -1%
Cn1nc([N+](=O)[O-])nc1N1CCN(c2ccc(F)cc2)CC1 | ? | -2 | 4% | -5% | i | 17% | 1% | -8% | -13%
COc1ccc(NC(=O)CSc2ccc(-c3ccco3)nn2)c(OC)c1 | ? | 26 | 12% | -17% | i | -15% | -15% | 0% | -3%
CN(C)c1cccc(C(=O)OCC(=O)Nc2nccs2)c1 | 23% | 20 | -1% | 7% | i | -1% | 36% | 0% | 5%
COc1c(N)c2c(c([N+](=O)[O-])c1OC)C(=O)OC2 | 23% | -12 | 0% | 17% | i | 4% | 5% | -12% | ?
CC(NC(=O)N1CCOCC1)c1ccccc1 (configuration not stated) | 9% | 28 | -2% | 2% | i | 6% | . | -4% | 4%
Cc1ccc(C2(C)NC(=O)N(CC(=O)Nc3cc(S(=O)(=O)N4CCOCC4)ccc3OC(C)C)C2=O)cc1 (configuration not stated) | -4% | -4 | 19% | 0% | ? | -1% | . | 1% | -8%
Cc1ccc(C(O)P(=O)(OC(C)C)c2ccc(N(C)C)cc2)cc1 (configuration not stated) | -1% | -9 | ? | -3% | i | -1% | -10% | ? | -14%
CCn1ncc(Br)c1C(=O)Nc1cc(C(=O)OC)ccc1C(=O)OC | -2% | 1 | -4% | 15% | i | 18% | 14% | -3% | 4%
Cc1cc(C)nc(SCC(=O)Nc2cccc(S(=O)(=O)N(C)C)c2)n1 | ? | 118 | -4% | -10% | i | -13% | -2% | 0% | -3%
O=C(NCCN1CCN(C(=O)Nc2ccccc2)CC1)Nc1ccccc1 | ? | 0 | 14% | 3% | i | -5% | 1% | 1% | 20%
CCOC(=O)COc1ccc2c(c1)C(=O)CC(C)(c1cccnc1)O2 (configuration not stated) | -1% | ? | ? | -26% | i | 10% | 1% | 0% | 15%
CCOc1ccc(-n2c(=O)c3c(C)c(C)sc3n(CC(=O)C(C)(C)C)c2=O)cc1 | -3% | . | . | . | i | . | 16% | . | -11%
O=C1CC(N2CCN(c3ccc(C(=O)c4ccc(F)cc4)cc3)CC2)C(=O)N1 (configuration not stated) | 0% | -3 | 13% | -6% | i | -9% | 4% | -17% | 1%
CC(C)CC(=O)Nc1nnc(S(=O)(=O)N(C)Cc2ccco2)s1 | 16% | 3 | 24% | 0% | i | 2% | . | -9% | 2%
CCC(C)Sc1cc(-c2nc3ccc(Cl)cn3c2NC2CCCCC2)ccc1OC (configuration not stated) | 10µM*! | -74*! | ? | 2%&-3% | i | -9%&-1% | -6%&-2% | ? | ?

An excerpt from above in order of the SW480 rereplic value, rising.
| molecule | SW480 rereplic |
| --- | --- |
| O=C1CC(N2CCN(c3ccc(C(=O)c4ccc(F)cc4)cc3)CC2)C(=O)N1 (configuration not stated) | -17% |
| CC(C)CC(=O)Nc1nnc(S(=O)(=O)N(C)Cc2ccco2)s1 | -9% |
| O=C(NCCN1CCN(C(=O)Nc2ccccc2)CC1)Nc1ccccc1 | 1% |
